Screening data: PubChem BioAssay, several laboratories
Rac1 act GTP bind = modulators of GTP binding to human Rac1 activated mutant; AID 764; percent activity (GTP binding), % at 10 µM; actives 0.11% (n = 190,000); GST-Rac1 activated beads, fluorescent GTP binding, flow cytometry; actives lie on both sides; 100% means binding = to untreated wells;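 active means GTP binding at least 20 percentage points away from the 100% baseline, in either direction, so actives lie on both sides; inconclusive means Compound likely fluorescent itself, or too few beads counted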
Mcl1-Bid inh = Mcl-1/Bid interaction inhibition | TR-FRET Mcl-1/Bid-Dy647 peptide binding, 1536-well | inhibition, % at 21.7 µM | AID 1021 | Q07820 | actives 0.97% (n = 220,000);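 active means compounds that cut the binding signal by more than half at the single screening dose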;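 further: His-tagged Mcl-1 with europium anti-His antibody binding Bid BH3 peptide; 0% = Mcl-1 plus peptide wells and 100% = peptide-only wells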
Target sequence (Q07820 whole entry, looked up): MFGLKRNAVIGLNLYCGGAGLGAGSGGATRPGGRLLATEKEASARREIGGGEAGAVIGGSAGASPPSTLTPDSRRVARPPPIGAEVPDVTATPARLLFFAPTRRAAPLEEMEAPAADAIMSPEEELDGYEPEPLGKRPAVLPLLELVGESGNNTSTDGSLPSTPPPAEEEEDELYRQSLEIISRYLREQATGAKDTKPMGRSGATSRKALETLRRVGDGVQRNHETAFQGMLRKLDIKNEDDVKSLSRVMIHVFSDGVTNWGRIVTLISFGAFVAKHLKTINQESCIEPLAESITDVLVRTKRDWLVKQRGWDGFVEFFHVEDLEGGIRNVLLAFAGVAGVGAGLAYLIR
Cdc42 wt GTP = modulators (inhibitors or activators) of GTP binding to human Cdc42 wildtype. percent activity (GTP binding), % at 10 µM. AID 761. actives 0.2% (n = 190,000). GST-Cdc42 beads, Bodipy-GTP binding, flow cytometry; actives lie on both sides. P60953;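 active means percent activity GTP binding at least 20 points away from the 100% baseline, either down as inhibitor or up as activator; inconclusive means compound flagged as likely green fluorescent from well-wide comparison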;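 further: median bead fluorescence of bound Bodipy-FL-GTP at 100 nM; 0% = excess unlabeled GTP control and 100% = no compound control; below 100% means less GTP binding so inhibitor and above means activator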
Target sequence (P60953 whole entry, looked up): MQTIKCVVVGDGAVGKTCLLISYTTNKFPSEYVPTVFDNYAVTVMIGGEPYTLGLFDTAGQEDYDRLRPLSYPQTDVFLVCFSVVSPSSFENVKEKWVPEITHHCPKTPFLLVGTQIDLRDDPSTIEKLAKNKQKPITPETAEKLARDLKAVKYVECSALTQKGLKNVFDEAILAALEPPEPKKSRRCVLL
Rab2 wt GTP = changes GTP binding to wildtype dog Rab2A, up or down; P61105; GST-Rab2 wt beads, Bodipy-GTP binding, flow cytometry; GTP binding activity, % at 10 µM; actives 0.19% (n = 190,000); AID 760;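 active means GTP binding activity at least 20 points away from 100%, either lowered or raised; inconclusive means signal likely due to the compound's own green fluorescence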;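 further: 0% = beads with excess unlabeled GTP and 100% = no-compound control corrected for plate trend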
Avidin bead fluor = compound fluoresces at 488/530 nm on avidin beads; compound fluorescence 488/530 nm, flow cytometry; hits give high values; fluorescence (KMESF) at 10 µM; actives 0.38% (n = 220,000); AID 1775; in the data active means fluorescence above about 47; further: inactives centre near 10
Pf gametocyte = inhibitors of late stage P. falciparum gametocyte viability; actives 0.065% (n = 150,000); P. falciparum stage V gametocytes, ATP luminescence, 24 h; AID 743093; inhibition, % at 10.9 µM;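 active means inhibition above the mean plus 3 SD of compounds within the control limits, set per campaign, cut at about 38% in these data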;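 further: 0% = DMSO wells and 100% = medium only without gametocytes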
Rac1 wt GTP bind = alters GTP binding to wildtype human Rac1 | AID 757 | GST-Rac1 beads, fluorescent GTP binding, flow cytometry; actives lie on both sides; 0 = cold GTP competed, 100 = untreated | actives 0.27% (n = 190,000) | GTP binding activity (% of control), % at 10 µM;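 active means GTP binding activity at least 20 points away from the 100% control level, either lower or higher; inconclusive means compound flagged as likely green fluorescent, judged across all proteins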
Mcl1 Noxa PPI = Mcl-1/Noxa interaction inhibition; Q07820; TR-FRET Mcl-1/Noxa peptide binding, 2 h; inhibition, % at 21.7 µM; actives 1.5% (n = 220,000); AID 1022;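 active means compounds that cut the protein-peptide binding signal by more than 50% relative to plate controls in a single-dose test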;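 further: His-tagged Mcl-1 with rhodamine Noxa BH3 peptide and terbium anti-His antibody; 0% = Mcl-1 plus Noxa peptide wells and 100% = peptide-only wells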
Rab7 wt modul = dog Rab7 wildtype GTP binding, inhibitors and activators | GST-Rab7 beads, fluorescent GTP binding, flow cytometry; actives lie on both sides; untreated = 100%, excess cold GTP = 0% | GTP binding activity (percent of control), % at 10 µM | actives 0.055% (n = 190,000) | AID 758;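 active means fluorescent GTP binding to Rab7 beads changed by at least 20 points from the 100% baseline, either direction, mostly lower; inconclusive means compound itself probably fluorescent, or too few beads counted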;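 further: median green fluorescence of bound Bodipy-FL-GTP per Rab7 bead population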
HRas wt GTP bind = modulators of GTP binding to human HRas wildtype. AID 759. actives 0.14% (n = 190,000). GTP binding activity, % at 10 µM. GST-Ras wt beads, Bodipy-FL-GTP binding, flow cytometry; actives lie on both sides. P01112;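 active means GTP binding activity at least 20% away from the 100% baseline, either lowered as inhibitor or raised as activator; inconclusive means flagged as likely green fluorescent, judged across all proteins in the well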;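 further: 0% = unlabeled GTP competition control and 100% = no-compound control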
Target sequence (P01112 whole entry, looked up): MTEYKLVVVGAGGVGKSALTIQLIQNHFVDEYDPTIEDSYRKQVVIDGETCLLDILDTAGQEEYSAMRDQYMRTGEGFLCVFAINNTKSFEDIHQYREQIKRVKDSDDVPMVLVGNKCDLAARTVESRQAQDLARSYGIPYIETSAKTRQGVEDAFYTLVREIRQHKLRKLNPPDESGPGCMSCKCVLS
GSH fluor = compound fluoresces at 488/530 nm on GSH beads. GSH beads flow cytometry, compound fluorescence 488/530 nm; hits give high values. fluorescence (KMESF) at 10 µM. actives 0.25% (n = 190,000). AID 1776; in the data active means fluorescence above about 89;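 further: glutathione beads carrying GST-tagged Bcl family fusion proteins plus one bare bead set; values are compound well signal with DMSO vehicle wells as background; inactives centre near 16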
Active calls of the source: *; ? = inconclusive; · = no result given.

SMILES	Rac1 act GTP bind	Mcl1-Bid inh	Cdc42 wt GTP	Rab2 wt GTP	Avidin bead fluor	Pf gametocyte	Rac1 wt GTP bind	Mcl1 Noxa PPI	Rab7 wt modul	HRas wt GTP bind	GSH fluor
Cc1cccc(N2CCN(C(=O)C3(S(=O)(=O)c4ccc(Cl)cc4)CC3)CC2)c1C	92	-17	92	96	11	27	88	-5	103	96	10
COc1ccccc1NC(=O)/C(=N/OCc1ccc(C#N)cc1)C(C)=O	95	-31	95	97	10	-5	100	47	95	98	11
CCN1CCN(C(c2cc(OC)ccc2OC)c2nnnn2Cc2ccccc2)CC1 (stereo not given)	95	-19	97	97	2	-15	94	29	98	98	48
O=S(=O)(c1cccc2cccnc12)N1CCc2ccccc21	98	-7	101	98	33	·	101	23	100	100	22
O=C(NCCOC(=O)c1ccc(C(=O)OCCNC(=O)c2ccccc2)o1)c1ccccc1	98	14	102	99	6	·	108	10	98	101	17
N#C/C(=C\c1ccc(O)c(O)c1)C(=O)NCCCc1ccccc1	99	-22	103	102	4	·	103	31	99	100	21
CCN(CC)c1ccc(/C=C2\CCC(/C=N/NC(=O)c3ccc(=O)n(C)c3)=C2N2CCOCC2)cc1	100	-65	99	103	17	·	103	34	100	101	21
CCCOc1ccc(C(=O)NCC2OCCc3ccccc32)cc1OC (stereo not given)	90	-24	90	98	8	-6	95	9	104	94	23
CC(CCc1ccccc1)NC(=O)C1CCN(c2nnc(-n3cccc3)s2)CC1 (stereo not given)	100	-5	104	103	9	·	104	9	100	103	25
Cn1c(SCC(=O)Nc2ccccc2F)nnc1-c1cc2ccccc2o1	103	-12	102	102	13	14	106	-8	99	102	26
CN(C)c1cc(=O)n2c(n1)SCCC2	95	-74	96	95	32	-9	96	4	95	97	9
COc1ccccc1NC(=O)C1CCCN(c2cc(C)nc3ncnn23)C1 (stereo not given)	101	-3	104	99	7	·	106	4	98	101	18
CC(C)NC(=O)c1onc(CSc2ccc(F)cc2)c1C(=O)O	94	2	95	94	10	18	97	22	98	97	31
CCNC(=S)N(CCc1ccccc1C)Cc1cc2cc(OC)c(OC)cc2[nH]c1=O	101	-45	99	98	14	5	104	16	107	101	8
O=C(CN1CCSc2ccccc21)NCCCc1ccccc1	95	-39	95	95	8	25	100	5	94	100	12
CSc1cccc(NC(=S)N(Cc2ccccc2)Cc2ccccn2)c1	96	-31	101	97	10	-3	103	3	104	100	13
CC1(C(=O)N2CCN(c3ccccc3)CC2)CC1(Cl)Cl (stereo not given)	95	-30	94	95	11	·	99	4	104	98	14
O=C(CCC(=O)Nc1ccccc1Cl)NNC(=O)c1ccco1	99	-10	98	98	13	8	101	-1	106	101	13
CC(C)OC(=O)C1C(=O)CC(C)(O)C(C(=O)OC(C)C)C1c1ccc([N+](=O)[O-])cc1 (stereo not given)	97	-13	95	95	16	·	98	5	95	97	21
COc1cc(C)nc(N2CCC(C(=O)NC3CCCCC3)CC2)n1	96	-10	97	96	10	-9	96	-5	97	98	29
COC(=O)c1ccc(=O)n(Cc2ccc3c(c2)OCO3)c1	100	-15	101	99	8	·	107	6	102	103	14
O=C(Nc1cnc2ccccc2c1)N1CCOCC1	93	-2	98	96	13	14	96	15	94	96	41
Cc1c(C(=O)Oc2cccc3cccnc23)cccc1[N+](=O)[O-]	94	-41	94	93	10	23	99	-13	97	96	13
COc1ccccc1NS(=O)(=O)c1cc(Cl)ccc1OC	96	7	97	96	37	·	103	-7	95	98	17
CCOC(=O)N1CCN(C(=O)C2CCN(S(=O)(=O)c3ccc(Br)s3)CC2)CC1	98	12	104	98	8	6	102	11	97	101	5

Next section, overlapping the part above by 2 compounds.
SMILES	Rac1 act GTP bind	Mcl1-Bid inh	Cdc42 wt GTP	Rab2 wt GTP	Avidin bead fluor	Pf gametocyte	Rac1 wt GTP bind	Mcl1 Noxa PPI	Rab7 wt modul	HRas wt GTP bind	GSH fluor
COc1ccccc1NS(=O)(=O)c1cc(Cl)ccc1OC	96	7	97	96	37	·	103	-7	95	98	17
CCOC(=O)N1CCN(C(=O)C2CCN(S(=O)(=O)c3ccc(Br)s3)CC2)CC1	98	12	104	98	8	6	102	11	97	101	5
CCOC(=O)CSc1nn(C)c(=S)s1	99	57*	101	99	6	·	103	-7	96	99	25
Cc1ccccc1-c1nc(CS(=O)(=O)CC(=O)Nc2cc(F)ccc2F)c(C)o1	98	-11	99	98	6	·	103	3	98	98	13
O=C(CNc1ccccc1)N/N=C/c1ccc2c(c1)OCCO2	96	-27	98	97	7	10	97	22	98	98	16
COCCn1c(SCC(=O)NCc2ccco2)nnc1-c1c[nH]c2ccccc12	94	-20	97	98	7	·	96	6	100	99	27
Cc1c(Cl)cccc1NC(=O)c1cc(C2CC2)on1	100	-20	105	103	6	·	104	13	101	102	23
Cc1ccc(NCCC(=O)c2cccs2)cc1Cl	96	-26	96	97	5	7	97	-2	93	95	16
COc1ccc(C(=O)Nc2ccc(Cl)c(S(=O)(=O)Nc3ccccc3OC)c2)cc1	98	-9	101	97	21	9	100	8	95	95	9
COc1ccc2c(c1)nc(SCC(C)O)n2C (stereo not given)	?	-15	?	?	10	6	?	6	?	?	11
O=C(COC(=O)/C=C/c1ccc2c(c1)OCO2)Nc1ccc(S(=O)(=O)N2CCCC2)cc1	?	2	?	?	12	-6	?	2	?	?	12
O/N=C1\CCCc2ccc(Cl)cc21	99	-20	102	98	16	-8	103	5	101	100	11
NC(=O)CSc1nnc2ccc(-c3ccc(Cl)cc3)nn12	92	-34	88	92	9	11	90	3	103	93	9
CCCCN(CCCC)c1nc(OC)nc(-n2nnc(C(C)=O)c2C)n1	?	7	?	?	33	·	?	14	?	?	17
CC(=O)c1ccc(N=Cc2c(O)n(-c3cc(Cl)ccc3N3CCOCC3)c(=O)c3ccccc23)cc1	105	12	107	106	8	-2	109	9	103	107	11
COc1ccc(/C(O)=C2/C(=O)C(=O)N(Cc3cccnc3)C2c2ccncc2)cc1F (stereo not given)	96	18	95	98	7	-15	96	26	99	97	30
CN(C)c1nc(N(C)C)n(C(=O)c2ccc(F)cc2)n1	94	-7	95	97	10	-2	103	18	99	98	12
Cc1ccc(S(=O)(=O)N(C)C)cc1NC(=O)c1cncc(Br)c1	99	-15	103	98	17	0	103	16	101	101	17
Cn1c(NCc2cccs2)nc2ccccc21	97	6	97	98	12	6	104	-1	98	99	45
CCc1cc2ccc(C)cc2nc1SCC(=O)Nc1c[nH]c(=O)[nH]c1=O	97	8	100	100	10	16	101	-13	96	98	15
COc1cccc(Nc2nc3ccccc3n2C(C)C)c1	100	-47	100	98	4	-22	102	17	105	100	6
CC1CCCN(c2ccc(/C=C(\C#N)c3nn(-c4ccccc4)c(N)c3C#N)cc2[N+](=O)[O-])C1 (stereo not given)	91	·	90	90	8	·	90	·	89	90	31
Cc1c(NC(=O)/C(C#N)=C\c2cccs2)c(=O)n(-c2ccccc2)n1C	98	-6	102	100	25	-2	105	5	100	98	11
O=C(COC(=O)C1(c2ccc(Cl)cc2)CCCC1)N1CCc2ccccc21	100	7	102	98	13	5	103	-4	102	101	21
Cc1ccc(C(=O)OCC(=O)c2c(N)n(C)c(=O)n(C)c2=O)cc1S(=O)(=O)N1CCCCC1	97	-26	96	98	14	·	97	12	100	99	8
O=C(CSc1nc(NS(=O)(=O)c2ccccc2)cc(=O)[nH]1)Nc1ccc(F)cc1	97	-30	98	97	9	·	98	15	96	97	54
O=C(Cn1cnc2cc([N+](=O)[O-])ccc2c1=O)NCc1ccc(Cl)cc1	86	-11	77*	80	15	6	74*	30	91	84	8
Further structures:
SMILES	Rac1 act GTP bind	Mcl1-Bid inh	Cdc42 wt GTP	Rab2 wt GTP	Avidin bead fluor	Pf gametocyte	Rac1 wt GTP bind	Mcl1 Noxa PPI	Rab7 wt modul	HRas wt GTP bind	GSH fluor
CNC(=O)c1cc2c(ccc3ccccc32)oc1=N	98	-13	101	100	32	·	104	2	101	100	20
Cc1ccc(S(=O)(=O)NC2CCCC(C(=O)O)C2)cc1 (stereo not given)	94	-35	101	98	10	·	96	0	94	98	23
CCN(CC)c1ccc(/C=N/Nc2cccc(C)c2)c(O)c1	97	79*	96	97	6	2	97	40	96	98	9
O=C(C1=C(O)C(=O)N(Cc2ccco2)C1c1cccnc1)c1cc2ccccc2o1 (stereo not given)	85	3	87	86	11	·	84	·	87	87	30
Cc1nn(S(=O)(=O)N2CCCCC2)c(C)c1Br	93	-28	95	93	12	·	90	·	92	94	36
O=C(c1ccccc1)c1ccc2nc(-c3ccco3)c(-c3ccco3)nc2c1	89	17	90	92	8	14	89	99*	96	91	17

Molecules shown so far that have an aryl thioether with sulfur outside any ring (nine):
SMILES	Rac1 act GTP bind	Mcl1-Bid inh	Cdc42 wt GTP	Rab2 wt GTP	Avidin bead fluor	Pf gametocyte	Rac1 wt GTP bind	Mcl1 Noxa PPI	Rab7 wt modul	HRas wt GTP bind	GSH fluor
Cn1c(SCC(=O)Nc2ccccc2F)nnc1-c1cc2ccccc2o1	103	-12	102	102	13	14	106	-8	99	102	26
CC(C)NC(=O)c1onc(CSc2ccc(F)cc2)c1C(=O)O	94	2	95	94	10	18	97	22	98	97	31
CSc1cccc(NC(=S)N(Cc2ccccc2)Cc2ccccn2)c1	96	-31	101	97	10	-3	103	3	104	100	13
CCOC(=O)CSc1nn(C)c(=S)s1	99	57*	101	99	6	·	103	-7	96	99	25
COCCn1c(SCC(=O)NCc2ccco2)nnc1-c1c[nH]c2ccccc12	94	-20	97	98	7	·	96	6	100	99	27
COc1ccc2c(c1)nc(SCC(C)O)n2C (stereo not given)	?	-15	?	?	10	6	?	6	?	?	11
NC(=O)CSc1nnc2ccc(-c3ccc(Cl)cc3)nn12	92	-34	88	92	9	11	90	3	103	93	9
CCc1cc2ccc(C)cc2nc1SCC(=O)Nc1c[nH]c(=O)[nH]c1=O	97	8	100	100	10	16	101	-13	96	98	15
O=C(CSc1nc(NS(=O)(=O)c2ccccc2)cc(=O)[nH]1)Nc1ccc(F)cc1	97	-30	98	97	9	·	98	15	96	97	54
